High-throughput results: PubChem, several laboratories
HIF-2a inh: HIF-2a reporter inhibitors, primary screen, luminescence, 786-0 RCC cells | 786-0 RCC cells HIF-2a reporter, luciferase luminescence, overnight | AID 624352, 2012 | 0.72% of 360,000 active | inhibition, % at 18.8 µM;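 active = inhibition of the luminescence signal of 40% or more relative to plate controls, in a single-dose primary screen at 18.75 µM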
H9c2 protect: cardioprotection against H2O2-induced cell death, primary screen, uHTS, H9c2 cells, ATPLite luminescence. H9c2 cardiomyocytes, H2O2 injury protection, 2 h. protection from H2O2 cell death, % at 20 µM. 0.63% of 360,000 active;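 active = compounds giving at least 50% protection of heart cells from peroxide-induced death in the single-dose screen, raw or plate-pattern-corrected value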;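 note: 0% = DMSO wells with peroxide and 100% = DMSO wells without peroxide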
CaV13 ICDI inh: Primary screen for inhibitors of IQ motif and Ca2+-dependent inactivation inhibitor domain binding in CACNA1D, Förster resonance energy transfer in living cells, … | HEK cells, CFP/YFP FRET ICDI-IQ, plate reader, 10 min; percent FRET-ratio fall versus neutral wells | inhibition, % at 12.3 µM | 0.098% of 340,000 active | AID 743397;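 active = mean replicate inhibition of at least 30% and at least 1% of replicates passing that level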;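 note: 0% = median of the neutral control wells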
MITF TRPM1 inh: inhibitors of MITF-dependent TRPM1 promoter reporter, primary screen, cell-based, SK-MEL-5, single point, luciferase; SK-MEL-5 TRPM1 promoter luciferase, 24 h; inhibition, % at 12.5 µM; 0.83% of 330,000 active; AID 488899, 2010;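 active = mean inhibition across replicates of 60% or more, whatever share of single replicates reaches that level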; note: values of inactives mirror those of a sister screen read the other way
m5-HT2A agonist: mouse Htr2a agonists via beta-arrestin recruitment, primary screen, cell-based, luminescence | 5-hydroxytryptamine receptor 2A (Mus musculus), P35363 | CHO-K1 mHTR2A beta-arrestin complementation; percent of 30 µM serotonin response | activation, % at 7.6 µM | 0.66% of 360,000 active;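 active = activation above a run cutoff, the mean activation of all tested compounds plus 3 SD, cut at about 14% in these data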;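 note: 0% = plate median of compound wells and 100% = 30 µM serotonin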
Shn3 inh set2: reduction of Shn3 3'UTR firefly luciferase signal, primary screen, Schnurri-3 inhibitor project, cell-based, Clone20 osteoblasts, set 2; Clone20 osteoblast Shn3 3'UTR firefly luciferase, 24 h; inhibition, % at 12.5 µM; 0.52% of 360,000 active;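 active = mean inhibition of at least 75% with every replicate also reaching 75%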;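 note: 0% = median of neutral control wells and 100% = pilot-screen positive control compound; some compounds past the cut are filed as inactive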
iPSC survival up: enhancers of single-cell hiPSC survival, primary screen, ATPlite luminescence. 100% = ROCK inhibitor wells, 0% = DMSO. survival enhancement, % at 20 µM. 0.044% of 360,000 active; in the data active = survival enhancement above about 18%;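 note: cells exposed to compounds for 16 hours before the ATP read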
PDI inh: inhibitors of human PDI, primary screen, biochemical, turbidity, single point, plate reader | Protein disulfide-isomerase (Homo sapiens), P07237 | PDI insulin aggregation turbidity, A650, 90 min | inhibition, % at 10 µM | 0.052% of 350,000 active | AID 588391, 2011;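 active = mean inhibition across replicates of 30% or more, whatever share of single replicates reach that level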;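 note: absorbance from insulin aggregation driven by PDI reduction with DTT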
Target sequence (P07237 whole entry, looked up): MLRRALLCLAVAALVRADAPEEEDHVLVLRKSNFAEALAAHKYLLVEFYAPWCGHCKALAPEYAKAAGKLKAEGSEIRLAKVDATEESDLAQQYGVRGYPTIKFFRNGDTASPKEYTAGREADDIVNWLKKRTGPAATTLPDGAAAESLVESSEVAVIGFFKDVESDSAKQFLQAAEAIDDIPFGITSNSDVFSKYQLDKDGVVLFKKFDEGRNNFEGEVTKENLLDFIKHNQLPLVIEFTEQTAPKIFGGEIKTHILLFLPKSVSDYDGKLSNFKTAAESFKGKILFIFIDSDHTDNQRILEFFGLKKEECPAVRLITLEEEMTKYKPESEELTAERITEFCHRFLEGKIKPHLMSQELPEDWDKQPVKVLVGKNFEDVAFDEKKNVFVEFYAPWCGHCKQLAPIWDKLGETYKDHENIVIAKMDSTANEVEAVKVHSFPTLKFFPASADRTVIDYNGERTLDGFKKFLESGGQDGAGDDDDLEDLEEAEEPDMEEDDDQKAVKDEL
NR2E3 ag-1: NR2E3 agonists in two-hybrid cells, primary screen, cell-based, luminescence, CHO-S, Gal4-NCOR/VP16-NR2E3; 0.35% of 360,000 active; luciferase; inhibition of corepressor binding, % at 3.98 µM; Photoreceptor-specific nuclear receptor (Homo sapiens), Q9Y5X4; AID 602229, 2012;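 active = inhibition above the mean of all tested compounds plus 3 SD, cut at about 70% in these data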;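 note: 0% = DMSO with NR2E3 transfected cells and 100% = cells lacking NR2E3 construct; higher means lower luciferase signal from less NR2E3 corepressor binding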
Target sequence (Q9Y5X4 whole entry, looked up, the tested form may be a part): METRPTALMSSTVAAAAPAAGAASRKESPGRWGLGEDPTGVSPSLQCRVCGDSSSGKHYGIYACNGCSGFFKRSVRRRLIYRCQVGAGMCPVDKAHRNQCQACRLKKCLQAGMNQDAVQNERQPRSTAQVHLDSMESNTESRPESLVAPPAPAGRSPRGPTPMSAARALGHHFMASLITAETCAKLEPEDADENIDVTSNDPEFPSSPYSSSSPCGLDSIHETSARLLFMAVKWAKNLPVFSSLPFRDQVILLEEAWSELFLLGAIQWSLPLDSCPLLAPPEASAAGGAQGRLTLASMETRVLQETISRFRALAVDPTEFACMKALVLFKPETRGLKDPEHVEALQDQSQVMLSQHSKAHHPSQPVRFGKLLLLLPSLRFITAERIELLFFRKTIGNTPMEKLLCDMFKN
Peg3 prom inh: Peg3 promoter-driven luciferase inhibitors, primary screen, cell-based, HeLa, luciferase luminescence | AID 588405, 2011 | 1.7% of 360,000 active | inhibition, % at 20 µM | HeLa PEG-Prom luciferase reporter, overnight;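 active = inhibition of at least 50% at 20 µM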
NR2E3 ag-2: inhibitors of NR2E3-RetCOR corepressor binding, primary screen, NR2E3 agonist project, biochemical, TR-FRET, GST-NR2E3, biotin-RetCOR | AID 2300, 2010 | 1536-well | Photoreceptor-specific nuclear receptor (Homo sapiens), Q9Y5X4 | 0.12% of 320,000 active | inhibition of corepressor binding, % at 4.78 µM;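 active = percent inhibition above the cutoff of mean plus 3 SD of all tested compounds, set per screening campaign, cut at about 20% in these data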;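 note: 0% = DMSO wells and 100% = biotin wells as full block of FRET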
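system = GST-tagged NR2E3 plus biotinylated RetCOR corepressor | input = 1.35 nM GST-NR2E3 | also added = 7 nM biotin-RetCOR | schedule = 5 h incubation at 4 °C | measured by = TR-FRET with europium anti-GST and streptavidin-D2, 340 nm excitation | read-out = percent loss of FRET ratio relative to control wells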
Starred values were filed as active, the others as inactive; / = no result given.

SMILES	HIF-2a inh	H9c2 protect	CaV13 ICDI inh	MITF TRPM1 inh	m5-HT2A agonist	Shn3 inh set2	iPSC survival up	PDI inh	NR2E3 ag-1	Peg3 prom inh	NR2E3 ag-2
Cc1ccc(Cc2c(-c3ccccc3)nc3ccc(Cl)cn23)cc1	-69	-8	-5	/	9	-14	0.7	2	-28	-33	/
COc1cccc(C(C)(O)c2nc(-c3ccc(C)c(C)c3)cs2)c1 (stereo not given)	3	-10	-4	/	10	9	-1.8	0	19	-5	/
O=C(CCC(=O)N1CCN(c2cccc(Cl)c2)CC1)N1CCN(c2ccccc2)CC1	11	1	-12	1	5	25	-0.4	6	-24	18	-1
C/C(=N\NC(=S)NC1CCCCC1)c1cccc(Br)c1	-63	-12	-15	-19	-1	-10	0.1	-3	10	-137	3
COc1ccccc1C1CCCN1Cc1nc(-c2cc3c(cc2Cl)OCO3)oc1C (stereo not given)	15	-9	4	15	-1	7	0.5	4	-5	-7	2
Cc1cccc(N(CC(=O)NC(C)C)C(=O)CCC(=O)Nc2ccccn2)c1	13	-3	-4	-8	-2	4	0.5	8	8	21	-3
COc1ccc(OC)c(Nc2nc(N)nc(CSc3nnc(N)s3)n2)c1	5	3	-8	-7	-5	-30	-0.2	0	-5	16	5
CCOc1ccc(-c2nnc(SCc3nc4ccccc4[nH]3)n2N)cc1	-31	4	-5	2	1	-35	-2.4	-3	-8	-15	2
CCOC(=O)c1ccc(N2C(=O)C3CC=C(C)CC3C2=O)cc1 (stereo not given)	3	0	/	4	-1	0	1.6	4	-8	9	2
Cc1cc(C(=O)NC2Cc3ccccc3C2)c(C)o1	-134	7	-4	-31	5	-16	-0.8	-2	-18	-102	2
COC(=O)N/N=C/c1cc(N=Nc2ccccc2)ccc1O	-99	9	0	0	-11	8	-0.5	1	-96	-44	-1
Cc1ccc2nc(NNC(=O)c3ccc4c(c3)OCCO4)sc2c1	-18	15	-6	/	4	-11	0.3	8	-37	-11	3
COc1ccc(-c2ccnc(SCC(=O)Nc3ccccn3)n2)cc1	-23	-10	-4	-9	0	-1	-0.5	-2	-17	0	-2
CC1(C)C(=O)Nc2ccccc2N1C(=O)COC(=O)C1CCCCC1	7	2	/	1	6	0	-1.7	8	-17	16	-3
CC1CCCCC12NC(=O)N(CC(=O)Nc1ccc3c(c1)OCO3)C2=O (stereo not given)	0	2	-6	/	-6	-19	-2.3	-5	-1	0	/
CC(=O)N1CCN(C(=O)c2cc3c(s2)CCC(C)C3)CC1 (stereo not given)	-93	-2	-6	-48	1	-43	-0.5	1	-51	-171	/
CNC(=S)N/N=C/c1c(Cl)cccc1Cl	-10	2	-7	3	-4	5	-0.9	-4	-19	-15	0
CC(C)=CCc1cc(-c2oc3cc(O)cc(O)c3c(=O)c2O)ccc1O	-61	6	/	-46	0	-2	2.7	/	1	-118	2
Fc1ccc(C2=NOC(c3nnc(-c4ccccc4)o3)C2)cc1 (stereo not given)	-48	-5	-4	-13	-3	-41	-0.7	-1	-24	-36	1
COc1ccc2oc(=O)c(-c3nc(C)cs3)cc2c1	-302	21	-16	-63	2	-48	-2.2	-5	-65	-228	3

Entries of single compounds, looked up by structure. Order of screens: HIF-2a inh, H9c2 protect, CaV13 ICDI inh, MITF TRPM1 inh, m5-HT2A agonist, Shn3 inh set2, iPSC survival up, PDI inh, NR2E3 ag-1, Peg3 prom inh, NR2E3 ag-2
Listed for Fc1ccc(C2=NOC(c3nnc(-c4ccccc4)o3)C2)cc1 (stereo not given) = -48, -5, -4, -13, -3, -41, -0.7, -1, -24, -36, 1
Listed for CC1(C)C(=O)Nc2ccccc2N1C(=O)COC(=O)C1CCCCC1 = 7, 2, /, 1, 6, 0, -1.7, 8, -17, 16, -3

Single values from above:
Entry of `Cc1ccc(Cc2c(-c3ccccc3)nc3ccc(Cl)cn23)cc1` in CaV13 ICDI inh: -5
Entry of `CCOc1ccc(-c2nnc(SCc3nc4ccccc4[nH]3)n2N)cc1` in NR2E3 ag-2: 2
Entry of `Cc1cc(C(=O)NC2Cc3ccccc3C2)c(C)o1` in iPSC survival up: -0.8
Entry of `CNC(=S)N/N=C/c1c(Cl)cccc1Cl` in iPSC survival up: -0.9
Entry of `CC(C)=CCc1cc(-c2oc3cc(O)cc(O)c3c(=O)c2O)ccc1O` in Peg3 prom inh: -118
Entry of `COc1ccc(OC)c(Nc2nc(N)nc(CSc3nnc(N)s3)n2)c1` in Peg3 prom inh: 16

Additional entries:
SMILES	HIF-2a inh	H9c2 protect	CaV13 ICDI inh	MITF TRPM1 inh	m5-HT2A agonist	Shn3 inh set2	iPSC survival up	PDI inh	NR2E3 ag-1	Peg3 prom inh	NR2E3 ag-2
CC(=O)c1ccc(Nc2cc(C)nc3nc(C)nn23)cc1	10	1	-1	6	-5	8	-0.6	/	-29	-4	0
CCc1cccc(CC)c1NC(=S)N(CCN(C)C)C(C)c1cccnc1 (stereo not given)	16	-4	7	-2	9	5	-0.7	-6	-21	-3	0
CCN(CC(=O)NC1CCS(=O)(=O)C1)S(=O)(=O)c1ccc2ccccc2c1 (stereo not given)	14	3	-4	-12	6	14	-0.4	-12	13	9	0
CCN(CC)S(=O)(=O)c1ccc(OC)c(NC(=O)c2cc(C)on2)c1	15	1	-3	-2	-3	3	0.4	-6	-7	-9	6
CCOC(=O)N1CCN(S(=O)(=O)c2cc3c(cc2C)NC(=O)CO3)CC1	8	-2	-5	3	2	-3	2.3	4	-9	7	-1
CCN=C1S/C(=C\c2cc(Br)c(O)c(OC)c2)C(=O)N1CC	-2	-4	-14	14	-1	-22	0.0	-3	-13	21	/
COC(=O)c1cccc(N(CC(=O)NC2CCCC2)C(=O)CNC(=O)c2cccs2)c1	8	1	-7	4	6	4	-0.3	-4	-8	-10	3
CC(C)Oc1ccc(CNC(=O)C2CCCN(S(=O)(=O)N3CCOCC3)C2)cc1 (stereo not given)	9	-4	-15	9	-7	0	-0.2	4	19	-2	-2
CN(Cc1ccccc1)C(=S)NC(=O)C1CCCCC1	-68	-1	-5	-15	-2	-15	0.0	-2	-6	-25	-1
Cc1csc(NC(=O)Cc2ccc(F)cc2)n1	-170	-2	-6	-36	-2	-31	1.5	-3	-65	-129	4
CSc1ccc(/C=N/n2nnnc2N)cc1	-136	-4	-4	-24	1	-52	-2.1	-3	-9	-111	-1
Cc1cccc(OCC(=O)NCC(=O)N/N=C/c2cc(Br)cc(Br)c2O)c1	14	59*	-4	9	3	43	0.9	7	5	57*	-2
O=C(N/N=C/c1ccc([N+](=O)[O-])o1)c1cc(-c2ccncc2)nc2ccccc12	-16	2	-8	57	-6	11	0.2	6	13	19	-1
CCc1nnc(NS(=O)(=O)c2ccc(NS(=O)(=O)c3ccccc3[N+](=O)[O-])cc2)s1	15	-2	-15	-15	4	6	-0.4	2	6	10	2
CCOC(=O)[C@@H]1[C@H]2COc3cc(OC)ccc3[C@@H]2N2C(=O)N(c3cccc(C)c3)C(=O)[C@@]12C	3	-3	-4	-9	-1	5	-0.1	-1	-21	-13	0
COc1cc(OC)cc(-c2c(C#Cc3ccsc3)c3cc(-c4cnc(OC)nc4)ccc3n2C)c1	10	-13	-5	9	0	11	2.1	-2	-6	11	-3
O=C(NCCn1cccn1)C1CCC(=O)N(CCc2cccc(F)c2)C1 (stereo not given)	11	6	-7	13	-2	-7	1.7	1	-26	-2	/
COCCNC(=O)c1cccc(C)c1[N+](=O)[O-]	29	5	-5	18	4	-13	-0.4	-2	-6	14	1
COc1ccc(C(=O)N/N=C(\CCC(=O)O)c2ccc(C(C)(C)C)cc2)cc1OC	13	1	-7	6	-5	-15	-0.4	-2	-12	13	-4
COc1cccc(CNC(=O)c2nnn(CC(=O)Nc3cc(C)ccc3C)c2N)c1	5	-13	-6	4	3	12	-0.4	-2	-5	25	-1
COc1cccc(-c2cc(C(=O)Nc3nc4ccccc4s3)c3ccccc3n2)c1	-100	-10	/	-3	-3	-22	0.5	-1	-24	-39	-2
CC(C)(C)NC(=O)CSc1nc2[nH]ncc2c(=O)[nH]1	20	-1	-5	-4	6	-26	1.2	-1	-35	14	-3
O=C(c1ccccc1)n1ccn(-c2ccccc2)c1=S	-32	0	-4	-6	-5	0	3.9	-4	-6	-10	-3
CCc1noc(C)c1C(=O)N1CCCC(C(=O)c2cc(F)ccc2F)C1 (stereo not given)	7	0	-1	9	3	2	2.8	11	-43	15	3
Brc1ccc(CSc2nnc(-c3cccnc3)o2)cc1	-16	2	-6	-15	0	-9	1.3	6	-30	-22	-1
CN(C(=O)COC(=O)CNC(=O)C1CCCCC1)c1ccccc1	7	6	-4	-1	-5	-7	-0.5	-1	-7	-7	1
CC(=O)N1N=C(c2ccc(C(C)(C)C)cc2)OC1(C)C	-13	-8	-5	5	-1	31	0.4	-9	5	2	0
O=C(CSc1ccc2nnc(-c3cccnc3)n2n1)NCc1ccco1	13	9	-6	/	6	3	-0.7	7	-8	19	1
CC1=C(C(=O)OC2CCCCC2)C(c2ccc(F)cc2)NC(=O)N1 (stereo not given)	16	-7	-18	-11	-3	-9	-0.8	6	6	25	-2

Structural class, those above with bromine
SMILES	HIF-2a inh	H9c2 protect	CaV13 ICDI inh	MITF TRPM1 inh	m5-HT2A agonist	Shn3 inh set2	iPSC survival up	PDI inh	NR2E3 ag-1	Peg3 prom inh	NR2E3 ag-2
C/C(=N\NC(=S)NC1CCCCC1)c1cccc(Br)c1	-63	-12	-15	-19	-1	-10	0.1	-3	10	-137	3
CCN=C1S/C(=C\c2cc(Br)c(O)c(OC)c2)C(=O)N1CC	-2	-4	-14	14	-1	-22	0.0	-3	-13	21	/
Cc1cccc(OCC(=O)NCC(=O)N/N=C/c2cc(Br)cc(Br)c2O)c1	14	59*	-4	9	3	43	0.9	7	5	57*	-2
Brc1ccc(CSc2nnc(-c3cccnc3)o2)cc1	-16	2	-6	-15	0	-9	1.3	6	-30	-22	-1
